# Assay outcomes deposited in PubChem BioAssay by several laboratories.
# Exocytosis inh: lytic granule exocytosis inhibition | TALL-104 LAMP-1 surface exposure, flow cytometry; cells stimulated with thapsigargin and PMA | inhibition, % at 10 µM | 0.66% of 360,000 active | AID 651702;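 active means inhibition above about 55%, limit read from the data; inconclusive means no clear call, values can overlap the other calls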
# Glyco luc inh: blocks N-linked glycosylation in D54 reporter cells; D54 ERlucT glycosylation luciferase reporter, 24 h; percent of 100 nM tunicamycin response; reporter increase, % at 12.5 µM; 0.23% of 360,000 active; AID 588692;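 active means mean luciferase reporter signal, scaled so untreated is 0 and the glycosylation-blocking control 100, at or above a set limit in every replicate; inconclusive means mean reaches the limit but not every replicate does; inactive means mean below the limit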;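 further: luciferase carries N-glycosylation sites so blocking glycosylation raises the light; 0% = median of neutral control wells and 100% = median of 100 nM tunicamycin wells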
# m5-HT2A agonist: mouse HTR2A agonism via beta-arrestin recruitment. P35363. CHO-K1 mHTR2A beta-arrestin complementation, luminescence; percent of 30 µM serotonin response. activation, % at 7.6 µM. 0.66% of 360,000 active. AID 624169;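 active means activation above a run cutoff, the mean activation of all tested compounds plus 3 SD, cut at about 14% in these data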;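 further: 0% = plate median of compound wells and 100% = 30 µM serotonin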
# aDG glyco up: increases alpha dystroglycan glycosylation | AID 624168 | Pro5-aDG cells, alpha-DG glycosylation AlphaScreen (IIH6); 0% Pro5, 100% B10-LARGE cell signal | activation, % at 10 µM | 0.22% of 360,000 active;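 active means activation of at least 8% versus controls, or a plate z-score of at least 8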;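 further: Pro5 are CHO cells carrying HIG-tagged alpha-DG that lacks glycosylation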
# ABCB6 inh 2: human ABCB6 transporter inhibition; K562-ABCB6 porphyrin accumulation, flow cytometry, 1 h; active compounds read low; fluorescence ratio to DMSO, % at 10 µM; 0.19% of 360,000 active;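 active means fluorescence ratio to DMSO below 75%, the collection mean minus 3 SD; inconclusive means too few cells collected in the well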;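 further: signal is porphyrin accumulated inside mitochondria; 100% equals median channel fluorescence of DMSO control wells; lower ratio means ABCB6 inhibition with less porphyrin fluorescence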
# Target sequence (Q9NP58 whole entry, looked up): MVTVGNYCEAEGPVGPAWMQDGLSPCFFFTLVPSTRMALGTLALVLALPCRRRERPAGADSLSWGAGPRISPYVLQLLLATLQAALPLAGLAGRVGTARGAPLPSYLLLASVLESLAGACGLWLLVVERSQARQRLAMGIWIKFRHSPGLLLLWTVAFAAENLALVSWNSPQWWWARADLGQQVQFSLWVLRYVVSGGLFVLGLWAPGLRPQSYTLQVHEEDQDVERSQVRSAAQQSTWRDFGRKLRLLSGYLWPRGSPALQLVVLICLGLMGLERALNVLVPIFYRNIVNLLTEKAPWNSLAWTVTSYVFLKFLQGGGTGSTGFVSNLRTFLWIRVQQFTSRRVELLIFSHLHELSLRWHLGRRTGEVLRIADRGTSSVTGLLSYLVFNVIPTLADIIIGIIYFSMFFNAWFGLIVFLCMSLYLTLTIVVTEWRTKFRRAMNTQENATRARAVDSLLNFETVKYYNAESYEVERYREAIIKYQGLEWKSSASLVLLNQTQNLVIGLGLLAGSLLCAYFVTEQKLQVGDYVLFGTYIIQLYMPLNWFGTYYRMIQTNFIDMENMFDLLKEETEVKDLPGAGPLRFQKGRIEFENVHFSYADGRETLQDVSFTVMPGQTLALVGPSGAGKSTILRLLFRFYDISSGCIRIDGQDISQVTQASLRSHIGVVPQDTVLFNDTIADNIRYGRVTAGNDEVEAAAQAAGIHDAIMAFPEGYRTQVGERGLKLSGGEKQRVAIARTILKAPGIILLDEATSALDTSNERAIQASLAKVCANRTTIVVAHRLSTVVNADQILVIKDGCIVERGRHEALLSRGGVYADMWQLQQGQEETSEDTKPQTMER
# Vif inh: inhibitors of HIV Vif. HEK293T cells, Vif self-association by quenched fluorescence, imaging, 24 h. inhibition, % at 7.49 µM. 0.35% of 340,000 active. AID 602346; in the data active means inhibition above about 50%, passing the limit was not always enough; inconclusive means no clear call, values can overlap the other calls; inactive means below about 31%; further: some results filed as inactive read as strong as hits
# Cardio protect: protects H9c2 cardiomyocytes from peroxide injury; H2O2 injury protection, ATPLite, 2 h; protection from H2O2 cell death, % at 20 µM; 0.63% of 360,000 active;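 active means compounds giving at least 50% protection of heart cells from peroxide-induced death in the single-dose screen, raw or plate-pattern-corrected value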;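 further: 0% = DMSO wells with peroxide and 100% = DMSO wells without peroxide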
# hiPSC survival: increases survival of single human iPS cells; hiPSC single-cell survival, ATPlite luminescence; 100% = ROCK inhibitor wells, 0% = DMSO; survival enhancement, % at 20 µM; 0.044% of 360,000 active; AID 602274; in the data active means survival enhancement above about 18%;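 further: cells exposed to compounds for 16 hours before the ATP read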
# CaV13 ICDI inh: Primary screen for inhibitors of IQ motif and Ca2+-dependent inactivation inhibitor domain binding in CACNA1D, Förster resonance energy transfer in living cells, … | inhibition, % at 12.3 µM | 0.098% of 340,000 active | HEK cells, CFP/YFP FRET ICDI-IQ, plate reader, 10 min; percent FRET-ratio fall versus neutral wells;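 active means mean replicate inhibition of at least 30% and at least 1% of replicates passing that level; inconclusive means only one of the two criteria is met; inactive means neither criterion is met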;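 further: 0% = median of the neutral control wells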
# PDI inh: PDI (human) enzyme inhibition. P07237. PDI insulin aggregation turbidity, A650, 90 min. inhibition, % at 10 µM. 0.052% of 350,000 active. AID 588391;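 active means mean inhibition across replicates of 30% or more, whatever share of single replicates reach that level; inconclusive means mean inhibition below 30% while every single replicate reaches 30%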;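 further: absorbance from insulin aggregation driven by PDI reduction with DTT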
# * marks the source's active call; other numbers are inactive results; ? = inconclusive; / = not tested or not shown.
SMILES,Exocytosis inh,Glyco luc inh,m5-HT2A agonist,aDG glyco up,ABCB6 inh 2,Vif inh,Cardio protect,hiPSC survival,CaV13 ICDI inh,PDI inh
Clc1ccc2nc(CN3CCCCC3)cn2c1,3,0,2,-0.1,96,-1,4,-0.3,-8,-1
CCN(CC)Cc1cc(C(=O)O)c(-c2ccccc2)o1,3,3,4,0.0,95,-3,-5,-0.3,-2,1
COc1cc(CN(CC2CCCO2)C(=O)c2cccs2)cc(OC)c1OC (stereo unspecified),2,3,7,-0.6,94,-3,1,-0.1,-16,0
C[C@@]12C(=O)Nc3ccccc3C(=O)N1[C@H]1c3cc(Cl)ccc3OC[C@@H]1[C@@H]2c1ccccc1,-8,6,2,0.1,99,-2,0,-3.1,-4,3
Cc1ccc(-c2cc(-c3ccc(C)o3)nc(N)c2C#N)cc1,3,-1,-1,0.5,120,-10,6,-0.7,-5,1
CN(C)C(=O)CSc1nnc([C@H](Cc2c[nH]c3ccccc23)NC(=O)OC(C)(C)C)o1,0,1,1,0.4,93,-3,2,-0.1,-6,45*
CCOC(=O)[C@@H]1[C@H]2COc3ccccc3[C@@H]2N2C(=O)N(c3ccc(C)cc3)C(=O)[C@@]12C,21,4,-1,0.0,92,6,-5,-4.0,-5,-3
CCc1cc2c(=O)[nH]cnc2s1,6,0,1,0.0,98,0,8,4.3,0,-3
CCCOc1ccccc1/C=C1\SC(N)=NC1=O,-3,-2,-6,0.1,97,-2,-4,-0.3,44*,-1
COc1ccc(N=C2SCC(=O)N2CCc2ccc(OC)c(OC)c2)cc1,-4,-2,-5,0.2,100,12,-6,-0.6,-17,-3
Cc1ccc2c(c1)c1c3n2CCN(CCC(=O)O)C3CCC1 (stereo unspecified),-10,3,6,0.3,99,-5,-6,1.6,-21,6
Cc1cc(C)c2c3c(sc2n1)C(=O)N(Cc1ccccc1)CC(=O)N3,1,1,0,-0.1,103,-2,2,-1.1,-4,6
COC(=O)c1ccc2nc(C3CCCCC3)c(Cc3ccc(C)cc3)n2c1,-2,0,-3,-0.1,115,/,-7,0.9,-6,/
O=C(O)c1ccc(S(=O)(=O)NC2CCCc3ccccc32)cc1 (stereo unspecified),0,2,-6,-0.2,104,13,3,0.3,-4,-6
CC(C)(C)c1cc[n+](-c2[nH]c(=O)sc2/C=N/N=C(\[O-])c2cccnc2)cc1,-2,3,1,-0.1,104,27,4,-0.2,-1,1
COc1ccc2nc(-c3ccccc3)[nH]c2c1,-3,-7,2,-0.2,99,9,-10,-3.0,-6,0
COc1cccc(CNC(=O)COC(=O)c2c(C)nn(-c3ccccc3)c2Cl)c1,13,-1,4,0.0,91,0,4,0.0,-19,2
COc1ccccc1/C(O)=C(\C#N)c1nc2ccccc2[nH]1,-2,-2,5,0.5,101,1,-6,1.4,-2,6
O=S(=O)(Cc1ccccc1)N1CCC(N2CCN(c3ccccc3)CC2)CC1,-2,1,6,0.1,100,?,2,0.3,-5,-1
COc1ccc(C(=O)Nc2ccc(C)c(S(=O)(=O)N3CCCCCC3)c2)cc1,3,-5,2,0.9,98,-12,-8,0.1,-1,-1
CCCCC/C=C\C/C=C\C/C=C\CCCCC(=O)O,-2,2,-5,0.1,98,6,11,0.3,-4,3
COc1ccc(Br)cc1CN(C)C(=O)C1CC(=O)N(C2CCCC2)C1 (stereo unspecified),5,-2,-1,0.0,98,4,2,-3.1,-3,-1
O=C(CSc1n[nH]c(=O)n1-c1cccnc1)Nc1ccccc1,-1,3,4,0.0,98,-5,5,0.0,-3,-6
O=C(NNC(=O)c1ccccc1F)C1=NN(c2ccccc2)C(=O)CC1,-3,1,5,0.1,100,-6,0,0.1,-7,14
N#CC1=C(SCC(=O)c2ccc(Br)cc2)NC2=C(C(=O)CCC2)C1c1ccco1 (stereo unspecified),16,15,-4,-0.3,100,-4,1,0.9,/,5
C(=N\N1CCOCC1)/c1ccsc1,13,3,0,-0.1,93,-3,6,-0.3,-4,-2
COc1ccc(C(=O)NC(C)c2nnc(SCC(=O)Nc3nc4ccccc4s3)n2C)cc1 (stereo unspecified),0,1,-4,0.1,116,-14,14,3.4,/,0
CC1CN=C(N(C(=O)Nc2ccccc2)C(C)c2ccccc2)S1 (stereo unspecified),-7,-2,-3,0.0,87,-4,1,-0.9,-15,6
CN(CC(=O)NC1CCN(Cc2ccccc2)CC1)S(=O)(=O)c1ccc2c(c1)c(=O)n(C)c(=O)n2C,-1,2,3,-0.5,98,4,0,-1.0,-12,7
CCOC(=O)C1(CCOC)CCN(C/C=C/c2ccccc2OC)CC1,-1,-2,1,0.7,95,-8,-2,0.3,-2,-8
CC(=O)c1nc(N2C(=O)CC(Cc3cccc(C)c3)C2=O)sc1C (stereo unspecified),1,3,1,-0.1,101,-6,7,-0.5,-9,5
Cc1ccc(C(=O)CN(C(=O)c2ccc(Cl)cc2)N2C(=O)c3ccccc3C2=O)cc1,-2,1,-4,0.2,98,6,-8,3.1,-8,-3
O/N=C/c1cc(Br)ccc1OCc1ccc(F)cc1,0,1,-9,0.1,90,/,-22,-1.8,/,-4
Cc1[nH]n(-c2ccccc2)c(=O)c1C(=O)c1ccc(Cl)cc1,1,0,4,0.0,96,2,-5,-0.6,-5,-1
CCC(=O)Nc1ccccc1C(=O)N1CCOCC1,1,/,0,-0.3,99,/,0,-1.9,/,-7
O=C(c1ccccc1Oc1ccccc1)N1CCN(c2ccccc2)CC1,-4,-1,5,0.6,92,-3,-9,0.8,-6,-5
O=C(COC(=O)c1cc(NS(=O)(=O)c2cccs2)ccc1O)Nc1ccccc1,-1,1,-4,0.0,94,-5,-8,-0.1,-14,0
O=C(c1ccco1)N1CCCN(C(=O)c2ccco2)CC1,1,1,-1,0.0,101,-5,2,0.8,-4,-1
COc1ccc(C(=O)NC(=S)NCC2CCCO2)cc1 (stereo unspecified),-2,4,-6,-0.2,100,-3,-2,-0.3,-7,-3
COc1ccccc1CNc1nc(NCc2cnc(C)cn2)c2sccc2n1,-7,-2,-5,0.5,97,-7,1,0.3,-3,-8
C/C(=N\NC(=O)c1nc(C)cc(C)n1)c1ccccc1,2,-3,2,-0.4,93,5,-3,-2.3,-6,-8
C=CCn1c(SCC(=O)Nc2ccc(N(C)C)cc2)nnc1-c1cccc(C)c1,3,-2,-4,0.1,94,-4,-14,-2.6,-6,?
Cc1nccn1CCCN1C(=O)CNC1=S,-1,-1,1,0.7,103,-13,3,0.0,7,-3
Cc1ccc(NC(=O)CN(C)C(=O)COC(=O)c2oc3ccccc3c2C)cc1,-2,-3,0,0.4,88,-3,-4,0.3,-3,-6
O=C1NC2(CCCCC2)C(=O)N1CCS(=O)(=O)Oc1ccccc1,1,2,-1,-0.2,97,8,-3,-1.8,0,0
CCCN1C(=O)N(c2cccc(C)c2)C(C)(O)CC1(C)C (stereo unspecified),-13,2,2,0.1,101,5,4,-0.6,-4,8
Cn1ccnc1-c1nc2ccccc2[nH]c1=O,4,0,14,0.0,100,-1,0,3.1,-8,-11
O=S(=O)(c1ccc2ccccc2c1)N1CCC(c2nc(-c3ccncc3)no2)CC1,0,2,-2,2.4,93,-9,-14,0.1,-9,-5
Cc1cc(C)nc(NN2C(=O)/C(=C/c3ccc(O)cc3)SC2=S)n1,6,4,-4,-0.2,110,/,12,-0.2,-9,12
COc1ccc(OC)c(CN2C(=O)CCC2(C)C(=O)NC2CCCCCC2)c1 (stereo unspecified),-2,0,4,-0.1,101,2,1,-2.1,-6,9
C=CCNC(=O)Nc1ccc(F)cc1F,0,2,-2,-0.3,103,-3,4,-1.2,11,-2
Cc1nc(-c2ccc(S(=O)(=O)Nc3ccc(Br)cc3Cl)s2)cs1,3,3,-2,-0.2,97,-1,-5,1.3,-20,10
COc1cc(C)c(C(C)C)cc1S(=O)(=O)N1CCN(C)CC1,-3,4,-4,0.0,104,-2,2,0.5,-4,3
O=[N+]([O-])c1cccnc1NCCc1ccccc1,-1,0,-1,0.2,102,-13,-1,0.4,-17,-10
CCCC(C)C(=O)Nc1ccccc1C(=O)OCC (stereo unspecified),-1,0,-5,0.0,98,/,3,-3.4,-5,10
CCn1c(CNc2ccc(Cl)cc2)nnc1SCc1ccc(Cl)cc1,11,-4,-3,0.4,101,0,-7,-0.3,-5,8
CCn1nnnc1SCC(=O)N1c2ccccc2Sc2ccccc21,1,-1,-2,0.2,101,9,3,-2.1,-2,-4
COc1ccc(-c2nc(CSCC(=O)N3CCc4ccccc4C3)c(C)o2)cc1OC,8,3,-3,0.3,102,-1,15,1.8,-2,/
CCOC(=O)C1CCN(C(=O)c2cn(CCOC)c(=O)c3c2c2ccccc2n3C)CC1,1,2,1,0.2,96,-7,15,-2.9,-7,-1
O=C(O)c1ccc2oc(=O)c(S(=O)(=O)c3ccc(F)cc3)cc2c1,1,-1,3,0.2,97,/,10,-0.2,-5,1

# Continuation:
SMILES,Exocytosis inh,Glyco luc inh,m5-HT2A agonist,aDG glyco up,ABCB6 inh 2,Vif inh,Cardio protect,hiPSC survival,CaV13 ICDI inh,PDI inh
COC(=O)NC(=S)Nc1ccc(Oc2ccc(Cl)cc2)c(Cl)c1,2,0,-9,0.0,105,-13,-4,1.6,/,4
CCN(C(=O)CN1CCN(c2cccc(C(F)(F)F)c2)CC1)c1c(N)n(Cc2ccccc2)c(=O)[nH]c1=O,-2,0,-4,-0.1,94,-2,7,0.7,1,14
CCCCCCSc1ccc([C@@H]2[C@@H]3C(=O)N(C)C(=O)[C@@H]3[C@]3(C(=O)OC)CCCCN23)cc1,-2,-6,-2,0.1,100,-4,-15,-1.5,-12,2
CCN1/C(=C/c2ccc3ccccc3[n+]2CC)C=Cc2ccccc21,40,85*,-5,0.7,455,-24,-34,-4.5,-7,-8
O=C(CSc1n[nH]c(-c2cccs2)n1)N1CCCc2ccccc21,?,0,2,0.0,100,-2,-3,1.3,-7,4
Cc1ccc(S(=O)(=O)CCC(=O)Oc2ccc(-c3nnco3)cc2)cc1,-4,0,1,0.0,99,6,9,0.1,-6,4
O=C(Nc1sc2c(c1C(=O)c1ccc(Cl)cc1)CCCC2)c1cccnc1,0,-3,-1,-0.1,100,-5,-7,3.7,-4,5
COc1ccc(C)cc1NC(=O)C1CCCN(S(=O)(=O)c2cccc3nonc23)C1 (stereo unspecified),4,-2,2,-0.2,101,3,-2,-1.0,-5,2

# 3 of these compounds in a different format.
smiles	Exocytosis inh	Glyco luc inh	m5-HT2A agonist	aDG glyco up	ABCB6 inh 2	Vif inh	Cardio protect	hiPSC survival	CaV13 ICDI inh	PDI inh
O=C(Nc1sc2c(c1C(=O)c1ccc(Cl)cc1)CCCC2)c1cccnc1	0	-3	-1	-0.1	100	-5	-7	3.7	-4	5
O=C(CSc1n[nH]c(-c2cccs2)n1)N1CCCc2ccccc21	?	0	2	0.0	100	-2	-3	1.3	-7	4
CCN1/C(=C/c2ccc3ccccc3[n+]2CC)C=Cc2ccccc21	40	85*	-5	0.7	455	-24	-34	-4.5	-7	-8
